# PLCg1 inh = blocks human PLC-gamma1 enzyme activity; P19174; purified PLC-gamma1, fluorogenic substrate, fluorescence; inhibition, % at 12.2 µM; 370,000 compounds, 0.84% hits; in the data active means inhibition above about 9.5%
# Tn6 DDE FP = DD(E)-Tn6 binding inhibition, primary FP screen; 370,000 compounds, 0.21% hits; P02675; AID 720509; inhibition, % at 8.3 µM; Fibrin DD(E) TRITC-Tn6 fluorescence polarization displacement;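 active means inhibition above a per-campaign cutoff: mean of compounds within control limits plus 3 SD, cut at about 15% in these data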;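 further: 0% = median of all compound wells on the plate and 100% = blocking peptide control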
# ADAM10 inh = ADAM10 inhibition, QFRET primary screen. inhibition, % at 7 µM. AID 720582. 370,000 compounds, 0.62% hits. recombinant ADAM10, EDANS/DABCYL FRET peptide cleavage, 3 h;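 active means inhibition above a per-campaign cutoff equal to the mean of compounds falling between control-based bounds plus 3 SD, cut at about 20% in these data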;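 further: 0% = DMSO wells while the 100% control is not disclosed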
# Tn7 DDE FP = disrupts Tn7 cyclic peptide binding to fibrin D-Dimer-E complex; FP displacement of FITC-Tn7 peptide from fibrin DD(E); 0% = median of compound wells per plate; inhibition, % at 8.3 µM; 370,000 compounds, 0.13% hits; AID 720508; P02675;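 active means inhibition above the mean of compounds falling within the control limits plus 3 SD of them, cut at about 14% in these data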;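 further: 0% = plate median of compound wells and 100% = 10 µM Aha-Tn7 peptide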
#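 Also added: labelled Tn7 tracer, 0.1 µM; Assay system: human fibrin DD(E) protein; Amount: 2 µM fibrin DD(E); Schedule: 10 min compound pre-incubation, 3 h probe incubation at room temperature; Repeats: one replicate per compound; Read-out basis: percent inhibition; Measured by: fluorescence polarization of the labelled Tn7 tracer.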
# ASAP1 inh = ASAP1 ArfGAP inhibition; Q9ULH1; ASAP1-stimulated ARF1 GTP hydrolysis, GDP FP detection; inhibition, % at 16.5 µM; 360,000 compounds, 0.19% hits; in the data active means inhibition above about 25%;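 further: 0% = vehicle with enzyme and substrate and 100% = no enzyme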
# Target sequence (Q9ULH1 325-724 limits assumed): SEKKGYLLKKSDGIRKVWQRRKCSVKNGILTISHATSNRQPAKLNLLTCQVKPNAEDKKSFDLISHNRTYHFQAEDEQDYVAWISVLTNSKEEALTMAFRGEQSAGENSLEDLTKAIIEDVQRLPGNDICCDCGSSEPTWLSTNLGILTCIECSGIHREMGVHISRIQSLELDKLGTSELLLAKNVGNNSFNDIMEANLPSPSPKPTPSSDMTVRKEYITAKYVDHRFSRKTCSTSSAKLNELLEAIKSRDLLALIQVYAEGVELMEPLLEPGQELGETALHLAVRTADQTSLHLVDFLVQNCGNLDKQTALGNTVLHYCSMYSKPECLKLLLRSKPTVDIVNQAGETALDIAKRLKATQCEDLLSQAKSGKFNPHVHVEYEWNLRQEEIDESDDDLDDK
# PLCb3 inh = PLC-beta3 (human) inhibition, primary screen; Q01970; Purified PLC-beta3, fluorogenic substrate, fluorescence; inhibition, % at 12.2 µM; 370,000 compounds, 0.18% hits; AID 720704; in the data active means inhibition above about 11%;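 further: 0% = median of compound wells on plate and 100% = full blocker control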
# ARFGAP1 inh = inhibitors of rat ARFGAP1; Q62848; Arfgap1-stimulated ARF1 GTP hydrolysis, GDP FP detection; inhibition, % at 16.5 µM; 360,000 compounds, 0.26% hits; AID 651572;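 active means inhibition above a per-plate limit, mean inhibition of low control wells plus 3 SD, cut at about 25% in these data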;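 further: 0% = DMSO wells with enzyme and 100% = wells lacking Arfgap1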
# Target sequence (Q62848 1-136 limits assumed): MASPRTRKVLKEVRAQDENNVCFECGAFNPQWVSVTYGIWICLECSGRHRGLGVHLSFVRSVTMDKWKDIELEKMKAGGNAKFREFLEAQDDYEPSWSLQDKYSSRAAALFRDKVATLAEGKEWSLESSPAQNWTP
#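 Assay system: Rat Arfgap1 GAP domain (His6, aa 1-136), purified enzyme | Buffer or medium: HEPES 25 mM pH 7.5, NaCl 150 mM, MgCl2, DTT | Schedule: GTP hydrolysis reaction 2 h at 25 °C | Signal: FP of antibody-bound GDP Alexa 633 tracer, ex 620/em 688 nm | Measure: Percent inhibition of Arfgap1-stimulated GTP hydrolysis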
# TDP2 absorb = blocks human TDP2 phosphodiesterase activity; O95551; recombinant TDP2, T5PNP hydrolysis, p-nitrophenol absorbance 415 nm; inhibition, % at 12.8 µM; 370,000 compounds, 0.34% hits;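 active means inhibition above the mean of all tested compounds plus 3 SD, set per campaign, cut at about 25% in these data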;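 further: 0% = DMSO with enzyme and 100% = buffer with substrate but no TDP2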
# Target sequence (O95551 whole entry, looked up): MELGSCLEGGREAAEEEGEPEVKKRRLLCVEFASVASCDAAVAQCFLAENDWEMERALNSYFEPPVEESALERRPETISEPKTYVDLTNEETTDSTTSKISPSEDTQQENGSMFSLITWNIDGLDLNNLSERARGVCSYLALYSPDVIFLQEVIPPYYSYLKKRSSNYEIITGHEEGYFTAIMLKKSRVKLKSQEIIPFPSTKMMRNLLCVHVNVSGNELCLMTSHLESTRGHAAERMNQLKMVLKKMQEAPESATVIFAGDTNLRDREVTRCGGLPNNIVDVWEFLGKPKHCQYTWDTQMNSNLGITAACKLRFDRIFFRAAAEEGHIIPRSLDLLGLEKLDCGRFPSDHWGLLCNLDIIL
#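 test system = human TDP2 enzyme | input = TDP2 enzyme at 120 nM final | medium = 50 mM Tris-HCl pH 7.5 with Mg2+, KCl, DTT, BSA | also added = T5PNP substrate, 5 mM | times = 2 h at 37 °C | technique = epi absorbance | benchmarks = high control without enzyme, low control DMSO plus TDP2 | replication = each compound tested once, singlicate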
# ADAM17 inh = inhibitors of human ADAM17 | P78536 | recombinant ADAM17, EDANS/DABCYL FRET peptide cleavage | inhibition, % at 6.95 µM | 370,000 compounds, 0.83% hits | AID 720648;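 active means inhibition above the mean of compounds lying between control limits plus 3 SD, set per campaign, cut at about 8.5% in these data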;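 further: 0% = DMSO-only wells as the low control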
# SIAE primary = blocks human sialic acid acetylesterase. SIAE FP-Rh probe binding, fluorescence polarization. Q9HAT2. inhibition, % at 9.66 µM. 370,000 compounds, 0.69% hits;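 active means inhibition above a cutoff: mean of compounds within the control limits plus 3 SD of those, cut at about 17% in these data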;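 further: 0% = plate median of compound wells and 100% = probe without SIAE protein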
# The depositor's hits bear a star; / = not tested or not shown.
SMILES,PLCg1 inh,Tn6 DDE FP,ADAM10 inh,Tn7 DDE FP,ASAP1 inh,PLCb3 inh,ARFGAP1 inh,TDP2 absorb,ADAM17 inh,SIAE primary
CC(C)NC(=O)Cn1cc(C#N)c2cc(Br)ccc21,0,-1,-4,-3,7,0,-6,0,-5,0
Fc1ccc(-c2ccc(/C=N\n3cnnc3)o2)cc1Cl,-15,9,-29,-3,1,-18,1,-15,-4,-2
CC(=O)Nc1ccc(S(=O)(=O)N(C)c2ccc(OCC(=O)OCC(=O)Nc3ccc(OC(F)F)cc3)cc2)cc1,3,-6,9,-5,18,-34,8,-9,6,-26
Cc1ccccc1-c1ocnc1C(=O)Nc1ccccc1NC(=O)c1ccccn1,1,4,-1,-2,-6,2,9,2,1,-1
COc1ccccc1OCC(=O)NCC1CCCN(C(=O)c2ccccc2SC)C1 (configuration not stated),2,-2,1,5,-6,-2,22,4,5,5
O=c1c(Cl)c(Nc2cccc(Cl)c2)cnn1-c1nc2ccccc2s1,-12,2,13,-5,5,-19,2,-15,5,-16
N#Cc1ccccc1Cn1c(=O)n(Cc2ccc(C(=O)NCc3ccco3)cc2)c(=O)c2ccccc21,-1,-3,-1,1,23,0,7,-2,-4,-8
CCC(NS(=O)(=O)c1ccc(C)cc1)C(=O)O (configuration not stated),2,6,-9,3,13,0,-13,2,-7,-1
COc1ccc(-n2nnc3c(=O)n(CC(=O)N4CCC(C)CC4)cnc32)cc1,0,5,-8,7,-3,2,15,-1,-3,9
C[C@@H](/C=C/C(=O)OC(C)(C)C)Sc1ccc(C(C)(C)C)cc1,1,-2,0,-4,/,2,/,-2,-2,-5
COc1ccccc1NS(=O)(=O)c1cccc(C(=O)NCC(c2ccccc2OC)N2CCCC2)c1 (configuration not stated),-3,0,-1,1,-3,-4,2,20,-1,-1
C=CCSC1=C(C#N)C(c2ccccc2C)CC(=O)N1 (configuration not stated),-1,-1,7,-4,7,2,-1,6,-1,2
Cc1ccc(-c2csc(/C=C3/SC(C)C(=O)N3CC(=O)Nc3ccccc3F)n2)cc1 (configuration not stated),-1,-4,-5,5,1,-10,3,3,-8,0
CC1=C(C(=O)N2CCOCC2)CC(CC(=O)NCc2ccco2)C(=O)N1Cc1ccc(F)cc1 (configuration not stated),2,1,1,-2,8,2,2,4,-3,-5
FC(F)(F)c1ccc(-n2ccnc2)nc1,3,-1,0,5,-4,-4,4,-3,-5,-3

# An excerpt from above in order of number of heavy atoms, rising:
SMILES,PLCg1 inh,Tn6 DDE FP,ADAM10 inh,Tn7 DDE FP,ASAP1 inh,PLCb3 inh,ARFGAP1 inh,TDP2 absorb,ADAM17 inh,SIAE primary
FC(F)(F)c1ccc(-n2ccnc2)nc1,3,-1,0,5,-4,-4,4,-3,-5,-3
Fc1ccc(-c2ccc(/C=N\n3cnnc3)o2)cc1Cl,-15,9,-29,-3,1,-18,1,-15,-4,-2
O=c1c(Cl)c(Nc2cccc(Cl)c2)cnn1-c1nc2ccccc2s1,-12,2,13,-5,5,-19,2,-15,5,-16
COc1ccccc1OCC(=O)NCC1CCCN(C(=O)c2ccccc2SC)C1 (configuration not stated),2,-2,1,5,-6,-2,22,4,5,5

# (further entries)
SMILES,PLCg1 inh,Tn6 DDE FP,ADAM10 inh,Tn7 DDE FP,ASAP1 inh,PLCb3 inh,ARFGAP1 inh,TDP2 absorb,ADAM17 inh,SIAE primary
CCOC(=O)c1c(S(=O)(=O)N2CCCCC2C)c(C)n(C)c1C (configuration not stated),1,2,3,-6,-6,-8,8,2,-5,-1
CC1CN(C(=O)C2(C)CC2(Br)Br)CC(C)O1 (configuration not stated),-2,5,-3,11,-23,2,12,5,-4,8
C=CCn1c(COc2ccccc2)nnc1SCC(=O)Nc1ccc(Oc2ccccc2)cc1,-2,2,21*,-8,/,-1,/,0,6,-4
Nc1nccnc1C(=O)N/N=C/c1ccco1,-20,3,-53,0,8,-34,4,-1,-35,3
CC1CCCCN1S(=O)(=O)c1cnc(Cl)c(Br)c1 (configuration not stated),0,4,-3,4,6,0,-9,-1,-2,-8
Cc1ccccc1Cn1nc(C)c(NC(=O)c2cc(-c3ccco3)on2)c1C,-1,-1,5,3,-7,-7,5,6,-2,-7
CC(C)(C)OC(=O)[C@H]1[C@H](c2ccc([N+](=O)[O-])cc2)C2(C(=O)c3ccccc3C2=O)C2c3ccccc3C=NN21 (some centres not stated),3,-2,1,-7,12,1,10,2,1,1
O=C(NCc1ccc(Cl)cc1)c1cc2c(s1)CS(=O)(=O)C2,0,-12,-2,1,6,-6,6,-11,0,-12
Cc1cc(-c2cccs2)n[nH]1,0,7,5,-1,8,4,5,6,-6,7
Cn1nnnc1NCc1ccc(Cl)cc1,4,-2,-5,1,11,-5,-2,9,-4,-4
COc1ccc(C2C(C(=O)N3CCN(c4ccccc4)CC3)c3ccccc3C(=O)N2C)cc1 (configuration not stated),8,-13,1,3,14,-7,11,-6,-7,-4
COc1ccc(CN2CCC(n3nccc3NC(=O)CCCc3ccccc3)CC2)cc1C,-1,-12,0,-6,-6,-5,-3,7,-2,-4
COc1ccc(OC)c(NC(=O)CCN2CCN(c3ccccc3)CC2)c1,5,3,1,-1,5,6,-1,-18,3,3
CN(CCCn1ccc(N)nc1=O)Cc1ccco1,1,-4,-13,4,-3,0,-11,7,4,-3
Cc1ccc(C(=O)Nc2ccccc2C(=O)N2CCCC(C)C2)cc1 (configuration not stated),0,0,-4,-4,-11,-4,14,-12,-1,1
COCCNC(=O)c1ccc(-n2c(SCc3cccnc3)nc3ccccc3c2=O)cc1,-1,-1,4,4,-1,2,-3,-14,0,0
c1ccc(-c2nn(-c3ccccc3)[n+](-c3ccccc3)n2)cc1,0,-5,-7,1,-10,2,0,5,-1,0
C[C@]12CCC(=O)C=C1CC[C@@H]1[C@@H]2[C@@H](O)C[C@]2(C=O)[C@@H](C(=O)CO)CC[C@@H]12,-1,1,-9,-1,-1,2,1,5,-3,-1
OCC1(CCc2ccccc2)CCCN(CCCC(F)(F)F)C1 (configuration not stated),-2,-7,-8,4,0,0,5,2,-5,1
CC(=O)c1ccc(NCC(=O)N2CCN(S(=O)(=O)c3ccccc3)CC2)cc1,4,10,-9,0,-11,-3,11,-13,-7,-1
CC(C)c1ccc(NS(=O)(=O)c2ccc(N3C(=O)CCC3=O)cc2)cc1,0,-8,0,-7,-9,-2,4,5,-3,-3
CCn1ccnc1C(O)c1ccccc1OC (configuration not stated),2,4,-1,-1,-1,3,2,3,1,-4
O=C(Nc1nc2ccccc2n1CCN1CCOCC1)c1ccccc1,-3,1,4,-1,-7,-14,-1,-6,-2,5
Cc1ccc(NC(=O)Cc2cc(C(=O)O)c3ccccc3n2)c(C)c1,-9,-10,9,-4,5,-5,5,-10,4,3
O=C(O)C(c1ccccc1)C(c1ccccc1)c1ccccc1 (configuration not stated),6,1,8,7,0,0,-5,-6,2,1
O=[N+]([O-])CC(c1ccccc1)c1c[nH]c2ccccc12 (configuration not stated),0,-2,-1,5,2,-9,14,9,-3,-4
CC(C)C[C@H](NC(=O)OC(C)(C)C)c1nnc(SCc2ccccc2)o1,2,9,9,-7,-3,3,-8,9,5,11
CNS(=O)(=O)c1cc(C(=O)O)ccc1OC,2,4,1,-3,-4,1,-16,3,-1,-6
Cc1ccc(S(=O)(=O)N2CCN(C(=O)C3COc4ccccc4O3)CC2)cc1C (configuration not stated),3,2,-3,4,5,-1,10,14,-2,-1
c1ccc(C(=NNc2nc3ccccc3s2)c2ccccn2)cc1,-15,7,3,6,3,-23,6,6,0,-1
COc1ccc(CSc2nc3ccccc3[nH]2)cc1,2,-6,9,-2,-15,3,-3,4,0,12
CCOc1ccc(C2CC(=O)NC3=C2C(=O)CCC3)cc1Cl (configuration not stated),0,3,2,10,-8,1,-14,0,-7,-5
CCOC(=O)c1c(-c2ccc(F)cc2)csc1NC(=O)CCN1C(=O)c2ccccc2C1=O,-2,2,-1,6,-1,0,2,1,-5,-4
COC(=O)c1ccc(NC(=O)Nc2ccc([N+](=O)[O-])cc2)cc1,1,-10,4,-1,0,-4,2,-4,4,-28
Cc1cccc(C)c1NC(=O)N1CC=C(n2c(=O)[nH]c3ccccc32)CC1,0,3,-5,5,3,2,2,1,-2,-7
COC(=O)C1=C(N)c2ccccc2C1(C#N)c1ccccc1 (configuration not stated),-99,2,-74,3,-13,-126,0,-6,-28,1
Cc1ccc(C2(C)NC(=O)N(CC(=O)Nc3cccnc3Cl)C2=O)cc1 (configuration not stated),-3,-7,-9,-3,1,-1,10,-1,-5,0
Cc1ccc(N2CC(C(=O)Nc3cc(C)on3)CC2=O)c(C)c1 (configuration not stated),-1,3,-8,-1,4,-1,2,8,-4,-1
Cc1nc(CNS(=O)(=O)c2cccs2)cs1,-1,-3,-7,5,-7,-2,5,-1,-3,1
CC(C)(C)C(=O)NNC(=O)c1ccc(Oc2cc(Cl)cc(Cl)c2)o1,7,-4,12,1,-5,-4,0,-2,1,6
O/N=C/c1ccc(OCc2ccccc2)c(Br)c1,0,-7,12,6,3,-5,-9,-4,6,-7
COc1ccc(CCN2C(=NC(=O)CC(C)C)SC3CS(=O)(=O)CC32)cc1 (configuration not stated),-3,6,-5,7,-7,1,-8,4,0,9
COc1ccc(OC)c(-c2cc(C(=O)NC3CCCC3)c3ccccc3n2)c1,-16,-2,-5,-1,-4,-31,-1,16,-1,5
Cc1ccc(S(=O)(=O)N2CCN(C(=O)CCc3c[nH]c4ccccc34)CC2)c(C)c1,1,-4,-2,9,0,-2,-5,2,1,5
Nc1nc(C2CC(=O)OC23CCCCC3)cs1 (configuration not stated),1,-1,1,8,8,1,-14,10,-1,0

# ADAM10 inh: entries above that show a hit.
SMILES,PLCg1 inh,Tn6 DDE FP,ADAM10 inh,Tn7 DDE FP,ASAP1 inh,PLCb3 inh,ARFGAP1 inh,TDP2 absorb,ADAM17 inh,SIAE primary
C=CCn1c(COc2ccccc2)nnc1SCC(=O)Nc1ccc(Oc2ccccc2)cc1,-2,2,21*,-8,/,-1,/,0,6,-4

# 3 of the compounds above, bar-delimited:
structure | PLCg1 inh | Tn6 DDE FP | ADAM10 inh | Tn7 DDE FP | ASAP1 inh | PLCb3 inh | ARFGAP1 inh | TDP2 absorb | ADAM17 inh | SIAE primary
COc1ccc(CSc2nc3ccccc3[nH]2)cc1 | 2 | -6 | 9 | -2 | -15 | 3 | -3 | 4 | 0 | 12
CCOc1ccc(C2CC(=O)NC3=C2C(=O)CCC3)cc1Cl (configuration not stated) | 0 | 3 | 2 | 10 | -8 | 1 | -14 | 0 | -7 | -5
CCOC(=O)c1c(-c2ccc(F)cc2)csc1NC(=O)CCN1C(=O)c2ccccc2C1=O | -2 | 2 | -1 | 6 | -1 | 0 | 2 | 1 | -5 | -4
